mIAP act – increases mouse intestinal alkaline phosphatase activity. hit rate 0.24% among 330,000. activation factor at 10 µM. muIAP, CDP-Star luminescence, 30 min; active compounds read high; 1 = vehicle-only enzyme signal, 0 = enzyme-free wells;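 active = activation factor of at least 2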; also: the source names both 10 and 20 µM as test concentration; values of inactives mirror those of a sister screen read the other way
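System: Mouse IAP enzyme | Also added: CDP-Star substrate | Dosing: Compounds dispensed in DMSO | Schedule: 30 min enzyme-substrate-compound incubation at room temperature | Technique: Chemiluminescence readout | Control set: DMSO-only wells and no-enzyme negative control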
hIAP act – increases human intestinal alkaline phosphatase activity. P09923. AID 2524. purified human IAP, CDP-Star luminescence, 30 min; active compounds read high; 1 = vehicle-only enzyme, 0 = enzyme-free background. hit rate 0.16% among 330,000. activation factor at 10 µM;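 active = activation factor of the enzyme at least 2-fold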; also: the source names both 10 and 20 µM as test concentration; values of inactives mirror those of a sister screen read the other way
Target sequence (P09923 whole entry, looked up): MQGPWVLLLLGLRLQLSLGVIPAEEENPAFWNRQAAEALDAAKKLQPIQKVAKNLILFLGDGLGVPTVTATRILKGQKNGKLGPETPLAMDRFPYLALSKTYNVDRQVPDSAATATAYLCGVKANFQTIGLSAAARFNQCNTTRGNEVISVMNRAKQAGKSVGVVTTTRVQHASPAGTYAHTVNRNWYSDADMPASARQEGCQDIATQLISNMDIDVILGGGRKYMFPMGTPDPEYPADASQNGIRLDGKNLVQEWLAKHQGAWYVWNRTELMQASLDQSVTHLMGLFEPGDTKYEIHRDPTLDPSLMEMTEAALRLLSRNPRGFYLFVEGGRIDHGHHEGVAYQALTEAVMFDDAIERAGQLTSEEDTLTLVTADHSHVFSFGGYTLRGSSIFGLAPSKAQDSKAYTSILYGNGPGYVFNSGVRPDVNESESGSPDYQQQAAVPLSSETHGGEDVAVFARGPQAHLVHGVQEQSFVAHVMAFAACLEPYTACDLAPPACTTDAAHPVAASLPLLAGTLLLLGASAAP
PfG6PD inh – PfG6PD (Plasmodium falciparum) enzyme inhibition. PfGluPho enzyme, NADPH resazurin-diaphorase fluorescence. inhibition, % at 20 µM. hit rate 0.78% among 350,000. AID 504690;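 active = inhibition reaching at least a set limit at 20 µM in the primary screen, cut at about 59% in these data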;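 also: 0% = DMSO wells with substrate and 100% = DMSO wells lacking glucose-6-phosphate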
hIAP inh – blocks human intestinal alkaline phosphatase; P09923; purified IAP, CDP-Star luminescence, 30 min; inhibition, % at 10 µM; hit rate 0.12% among 330,000; AID 2544;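 active = inhibition reaching a set limit with compound at 10 µM in the primary screen, cut at about 35% in these data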;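 also: plate controls were DMSO wells with enzyme for no effect and no-enzyme buffer wells for full effect; values of inactives mirror those of a sister screen read the other way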
A3A deaminase – blocks human APOBEC3A ssDNA deamination; AID 493011; inhibition, % at 20 µM; P31941; recombinant A3A, FAM/TAMRA ssDNA deamination fluorescence; hit rate 0.41% among 330,000;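 active = at least 40% inhibition at 20 µM here, with at most 30% in a related deaminase screen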;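 also: plate controls were A3A with DMSO for no effect and wells lacking A3A enzyme for full effect; some results filed as inactive read as strong as hits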
ATG4B inhibitor – blocks human ATG4B protease cleavage of LC3 substrate. AID 504462. inhibition, % at 8.33 µM. ATG4B cleavage of LC3-PLA2, NBD-HPC fluorescence, 1 h. hit rate 0.51% among 340,000. Q9Y4P1; in the data active = inhibition above about 40%
Target sequence (Q9Y4P1 whole entry, looked up): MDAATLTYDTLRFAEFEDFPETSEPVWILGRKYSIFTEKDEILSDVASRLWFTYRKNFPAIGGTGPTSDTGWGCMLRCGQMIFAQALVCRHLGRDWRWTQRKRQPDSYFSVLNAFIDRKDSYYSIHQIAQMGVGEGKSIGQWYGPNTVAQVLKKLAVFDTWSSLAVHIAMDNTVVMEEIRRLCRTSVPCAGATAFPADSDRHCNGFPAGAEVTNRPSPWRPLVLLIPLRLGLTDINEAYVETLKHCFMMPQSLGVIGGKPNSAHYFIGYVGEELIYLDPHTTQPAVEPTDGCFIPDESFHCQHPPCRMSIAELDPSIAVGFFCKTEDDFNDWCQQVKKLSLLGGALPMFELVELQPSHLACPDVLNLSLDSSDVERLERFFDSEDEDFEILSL
mIAP inh – mouse IAP inhibition. purified mouse IAP, CDP-Star luminescence, 30 min. inhibition, % at 10 µM. hit rate 0.2% among 330,000. AID 2806;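 active = inhibition of at least 40% at 10 µM in the primary screen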;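 also: plate controls were DMSO with enzyme for no effect and no enzyme wells for full effect; values of inactives mirror those of a sister screen read the other way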
HKDC1 inhibitor – inhibitors of human hexokinase HKDC1 | Q2TB90 | inhibition, % at 20 µM | hit rate 0.16% among 340,000 | AID 493160 | recombinant HKDC1, G6PDH/diaphorase resazurin coupled fluorescence;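 active = inhibition above about 35% when tested at 20 µM, limit read from the data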;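 also: plate controls were DMSO wells with enzyme for no effect and DMSO wells lacking enzyme for full effect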
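Material – in-house recombinant HK5 (HKDC1) enzyme · Quantity – HKDC1 at 5 µg/mL · Buffer or medium – pH 8.0 Tris buffer with 10 mM MgCl2 · Reagent – glucose with 1 mM ATP · Dosing – single 20 µM dose · Times – reaction time 90 min, room temperature, protected from light · Technique – resorufin fluorescence at 613 nm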
An asterisk follows results filed as active. An excerpt; the hit share may differ from the screen's.

SMILES	mIAP act	hIAP act	PfG6PD inh	hIAP inh	A3A deaminase	ATG4B inhibitor	mIAP inh	HKDC1 inhibitor
COC(=O)C1C2c3ccccc3OC1(C)N=c1s/c(=C/c3cnn(C)c3)c(=O)n12 (centres undefined)	1.02	0.932	-10.0	6.8	-4.2	-11.8	-2.4	-16.2
NC1=C([N+](=O)[O-])C(c2ccc3c(c2)OCO3)c2c(c3ccccc3oc2=O)O1 (centres undefined)	0.957	1.1	-24.4	-10.2	-9.8	-5.0	4.3	-3.3
CC(C)(C)NC(=O)CN1CCCN(C(=O)COc2ccc(Cl)c3ccccc23)CC1	0.91	0.967	6.1	3.3	-4.2	-16.2	9.0	6.7
C[C@@H]1O[C@@H](O[C@H]2C[C@@H](O)[C@]3(CO)[C@@H]4C(CC[C@]3(O)C2)[C@@]2(O)CC[C@H](C3COC(=O)C3)[C@@]2(C)C[C@H]4O)[C@H](O)[C@H](O)[C@H]1O (some centres undefined)	1.01	0.901	-11.5	9.9	-0.4	3.1	-1.5	-2.5
Cc1cc(/C=C2\C(=O)NC(=O)N(c3ccc(Br)cc3)C2=O)c(C)n1C	1.01	0.952	-15.0	4.8	0.4	11.7	-1.0	-6.5
C[N+]1=C(/C=C/Nc2ccccc2)C(C)(C)c2ccccc21	0.934	0.934	-0.4	6.6	-1.6	5.3	6.6	1.8
O=C1NC(=O)C(=Cc2ccc(-c3ccc(Cl)cc3)o2)C(=O)N1	0.814	1	77.0*	-0.4	-1.5	3.6	18.6	26.4
CCN(CC)c1ccc(/C=C2/C(=O)NC(=O)N(CC3CCCO3)C2=O)cc1 (centres undefined)	0.971	0.913	4.3	8.7	-1.1	-5.2	2.9	-2.0
CCC(C)N1C(=O)NC(=O)C2(Cc3c(ccc4ccccc34)N(C)C2)C1=O (centres undefined)	1.01	1.05	44.4	-5.2	-0.9	-16.4	-1.1	28.6
CCN(CC)C(=O)c1ccc(NC(=O)CNC(C)c2cccc3ccccc23)cc1 (centres undefined)	1.06	0.857	3.9	14.3	-1.0	-10.8	-6.2	-4.4
Cc1cc[n+](Cc2ccccc2)cc1	1.05	0.939	0.3	6.1	-4.1	-2.2	-5.2	-4.2
Cc1cc(=O)oc2c(C)c(OCC(=O)N3CCN(Cc4ccc5c(c4)OCO5)CC3)ccc12	0.963	0.833	3.4	16.7	-2.5	-2.4	3.7	-1.1

Quoted at random: four records from the list
SMILES	mIAP act	hIAP act	PfG6PD inh	hIAP inh	A3A deaminase	ATG4B inhibitor	mIAP inh	HKDC1 inhibitor
Cc1cc(/C=C2\C(=O)NC(=O)N(c3ccc(Br)cc3)C2=O)c(C)n1C	1.01	0.952	-15.0	4.8	0.4	11.7	-1.0	-6.5
C[C@@H]1O[C@@H](O[C@H]2C[C@@H](O)[C@]3(CO)[C@@H]4C(CC[C@]3(O)C2)[C@@]2(O)CC[C@H](C3COC(=O)C3)[C@@]2(C)C[C@H]4O)[C@H](O)[C@H](O)[C@H]1O (some centres undefined)	1.01	0.901	-11.5	9.9	-0.4	3.1	-1.5	-2.5
CCN(CC)c1ccc(/C=C2/C(=O)NC(=O)N(CC3CCCO3)C2=O)cc1 (centres undefined)	0.971	0.913	4.3	8.7	-1.1	-5.2	2.9	-2.0
O=C1NC(=O)C(=Cc2ccc(-c3ccc(Cl)cc3)o2)C(=O)N1	0.814	1	77.0*	-0.4	-1.5	3.6	18.6	26.4

Continuation:
SMILES	mIAP act	hIAP act	PfG6PD inh	hIAP inh	A3A deaminase	ATG4B inhibitor	mIAP inh	HKDC1 inhibitor
CC(C)(C)n1cc(C(=O)c2ccccc2OCCCF)cn1	0.925	0.938	0.4	6.2	-2.2	-1.6	7.5	-4.0
C=CCC1C(=O)NC(=S)NC1=O	0.789	0.997	33.3	0.3	-1.9	-9.7	21.1	-9.4
CC(Oc1ccc(-c2ccccc2)cc1)C(=O)O (centres undefined)	1.04	1.07	-5.9	-7.5	-7.3	-15.1	-4.2	4.3
CCC(=NCCCn1ccnc1)c1c(O)n(-c2ccc(OC)cc2)c(=O)[nH]c1=O	1.05	1.05	5.8	-5.5	2.0	-2.9	-4.9	-3.0
N#Cc1ccc(NC(=O)CN2CCN(C(=O)c3cccs3)CC2)cc1Cl	1.07	0.991	-7.8	0.9	7.9	3.8	-7.2	2.7
C/C=C/CC#N	1.11	0.99	11.5	1.0	-1.3	-2.6	-11.4	-2.1
O=C(COc1ccccc1)Nc1ccc(Cl)cc1C(=O)c1ccccc1	0.849	0.742	-13.1	25.8	0.7	7.5	15.1	-4.7
CC1CN=C(Nc2ccccc2)S1 (centres undefined)	0.946	1.1	-4.1	-10.4	-6.5	-6.6	5.4	-11.6
CC1CN(CCc2ccccc2)CC(C)O1 (centres undefined)	1.03	1.03	-15.4	-2.8	-2.9	-4.7	-3.2	-4.9
COc1ccc(-n2c(/C=C/c3ccc(O)cc3)nc3ccccc3c2=O)cc1	0.846	1.37	19.6	-36.9	-10.4	36.0	15.4	4.4
COC(=O)C1=C(c2ccc3ccccc3c2)C[C@@H]2CC[C@H]1N2C	1.06	1.23	-15.3	-22.9	1.4	-1.7	-5.7	-6.9
O=C1OC(c2ccc(Cl)cc2)=N/C1=C\N1CC2CC(C1)c1cccc(=O)n1C2 (centres undefined)	1.08	1.08	13.4	-7.8	-3.2	-3.6	-8.4	0.6
CCc1ccc(CNCCc2ccccc2F)cc1	0.962	1.05	0.6	-5.3	0.8	25.8	3.8	5.5
Cn1c(=O)n(CC(=O)N2CCC3(CC2)OCCO3)c(=O)c2ccccc21	0.961	1.12	-9.6	-12.5	-1.3	4.1	3.9	1.5
O=C(N=Nc1c(O)[nH]c(=O)[nH]c1=O)C1COc2ccccc2O1 (centres undefined)	0.937	1.14	22.3	-13.5	1.2	-14.4	6.3	3.3
CC1=NN=C(c2ccc(N)cc2)c2cc3c(cc2C1)OCO3	1.03	1.02	44.2	-2.5	-1.1	4.6	-2.9	14.5
CCN(CC)C(=O)c1ccc(NC(=O)c2cc(S(=O)(=O)N3CCCCCC3)ccc2OC)cc1	0.92	0.936	12.9	6.4	2.0	5.3	8.0	-2.6
CC(=O)O[C@H]1CCC2C3CCC4=CC(=O)CCC4=C3C=C[C@@]21C (some centres undefined)	1.01	0.914	31.9	8.6	0.6	-5.2	-0.9	5.7
Cc1cccc(CN2CCN(Cc3ccc(Cl)cc3)CC2)c1	1.06	0.971	21.4	2.9	0.5	3.0	-6.3	-2.9
COc1ccc(C(CNC(=O)CCc2ccsc2)N(C)C)cc1 (centres undefined)	0.943	1.02	-4.6	-2.2	-2.2	-0.3	5.7	-4.2
CCn1c(P(C)(=O)O)nc2cc(NC(=O)c3ccccc3F)ccc21	0.949	1.34	-18.8	-34.2	-4.6	-5.5	5.1	11.9
CN1CCN(c2ccc([N+](=O)[O-])c(N)c2)CC1	0.942	0.887	-1.8	11.3	3.6	0.5	5.8	2.7
CC(=NCCN(C)C)c1c(O)n(Cc2ccccc2)c(=O)[nH]c1=O	0.943	1.11	7.2	-11.4	-0.1	15.0	5.7	-1.8
O=C(c1cc(S(=O)(=O)N2CCCCC2)ccc1F)N1CCC2(CC1)OCCO2	1.01	1.05	-12.9	-5.1	-1.5	-7.5	-1.5	-9.3
CC1CN(c2cc([N+](=O)[O-])ccc2Cl)CC(C)N1 (centres undefined)	1	1.07	-0.4	-7.5	3.4	5.1	-0.1	-4.8
O=c1[nH]c(=S)n(Cc2ccc(F)cc2)c(O)c1C=NCc1cccnc1	1.06	1.1	7.2	-10.0	-2.9	1.1	-6.3	-8.4
C#C[C@]1(O)CC[C@H]2[C@@H]3CCC4=Cc5nc6nc7ccccc7n6cc5C[C@]4(C)[C@H]3CC[C@@]21C	0.983	0.997	19.8	0.3	-0.3	5.4	1.7	11.6
C[n+]1c(-c2ccccc2)c2cc(N)ccc2c2ccc(N)cc21	0.819	0.922	51.5	7.8	34.7	2.8	18.1	3.2
CCOC(=O)C(O)(c1ccc(N(CC)S(=O)(=O)c2ccccc2)cc1)C(F)(F)F (centres undefined)	0.963	1.03	-9.6	-3.1	-0.4	-5.9	3.7	-3.0
CCN1CCN(C(=O)COc2ccc(S(=O)(=O)N3CCOCC3)cc2Cl)CC1	0.945	1.04	-10.0	-3.8	-3.0	-0.1	5.5	-1.7
CCOc1ccc(N2C(=O)/C(=C/c3ccco3)C(=O)NC2=S)cc1	0.639	0.939	33.2	6.1	72.8	80.8*	36.1	81.1*
Cc1c(C(=O)N2CCC3(CC2)OCCO3)sc2ncnc(N3CCN(c4ccccn4)CC3)c12	0.877	1.16	-6.0	-15.8	-4.1	-2.9	12.3	-10.4
CCN1CCN(C(=O)COc2ccc(S(=O)(=O)N(C)Cc3ccccc3)cc2)CC1	0.995	1.11	-4.6	-11.5	0.8	7.2	0.5	-1.8
CN1CCC23c4c5ccc(O)c4O[C@@H]2[C@H](O)C=CC3C1C5 (some centres undefined)	0.971	1.02	15.3	-1.8	0.7	2.8	2.9	-1.9
CCOc1cc(C=C2C(=O)NC(=O)NC2=O)ccc1OCC(=O)N1CCOCC1	0.996	1.17	-18.9	-17.0	0.7	3.9	0.4	3.4
Nc1ccc(Cl)cc1C(=O)c1ccccc1	1.09	0.994	12.8	0.6	-4.9	-11.1	-9.2	-3.7

Structural class, those above containing a cyano group
SMILES	mIAP act	hIAP act	PfG6PD inh	hIAP inh	A3A deaminase	ATG4B inhibitor	mIAP inh	HKDC1 inhibitor
N#Cc1ccc(NC(=O)CN2CCN(C(=O)c3cccs3)CC2)cc1Cl	1.07	0.991	-7.8	0.9	7.9	3.8	-7.2	2.7
C/C=C/CC#N	1.11	0.99	11.5	1.0	-1.3	-2.6	-11.4	-2.1

Following part
SMILES	mIAP act	hIAP act	PfG6PD inh	hIAP inh	A3A deaminase	ATG4B inhibitor	mIAP inh	HKDC1 inhibitor
CCOC(=O)C1(CCc2ccccc2)CCN(Cc2ccc3c(c2)OCCO3)CC1	1.03	0.979	19.2	2.1	1.1	9.3	-2.9	-4.4
Cc1cccc(N=Nc2ccc(N(C)C)cc2)c1	0.798	0.868	11.2	13.2	0.5	10.7	20.2	-1.4
Nc1ccccc1C(=O)OCC(=O)Nc1ccc(Br)cc1F	1.02	0.805	-3.9	19.5	0.7	-1.6	-2.5	-13.2
Cc1nc2c(-c3ccc(F)cc3)c(C)nn2c(C)c1CCC(=O)N1CCC2(CC1)OCCO2	0.996	1	-7.2	0.0	-4.0	-10.0	0.4	8.9
COc1ccccc1C1=NCc2nnc(C)n2-c2ccc(Cl)cc21	1.06	0.873	-17.1	12.7	-2.0	16.4	-6.1	-14.8
Cc1ncc([N+](=O)[O-])n1CCOc1nonc1N	0.927	0.977	17.5	2.3	-4.0	0.9	7.3	-8.5
O=[N+]([O-])c1ccc(N2CCNCC2)cc1N1CCCCC1	0.978	0.802	-10.5	19.8	4.6	-0.2	2.2	-11.5
O=P(CCl)(Nc1ccccc1)C(Cl)(Cl)Cl (centres undefined)	1.1	1.13	3.7	-12.8	15.8	2.2	-10.5	-5.8
c1ccc(CCNCc2cccs2)cc1	1	0.999	5.2	0.1	-2.3	8.9	-0.4	-2.6
CC1CCCCN1CC(O)c1c[nH]c2ccccc12 (centres undefined)	0.992	1.04	6.0	-4.3	-2.8	6.7	0.8	-3.0
CCCN1CCC(NC2CCC(O)CC2)CC1 (centres undefined)	0.997	0.804	7.2	19.6	-0.6	-7.4	0.3	-2.4
CCCC12CN3CN(C1)CC(CCC)(C3)C2O (centres undefined)	1.01	0.861	-10.8	13.9	-6.1	-2.6	-1.4	-5.5
CC#CP(=O)(OCC)C(O)(c1ccccc1)C(F)(F)F (centres undefined)	0.972	1.11	0.5	-11.4	-1.4	-6.7	2.8	6.5

Compound activity (PubChem BioAssay)
